Bioassay records as filed in PubChem.
NSD2 inh – NSD2 histone methyltransferase inhibitors, primary screen, biochemical, AlphaScreen, single concentration, set 2 | inhibition, % at 12.5 µM | NSD2 peptide methylation, 120 min | 0.54% of 310,000 active; in the data active = inhibition above about 50%
CAL PDZ FP-1 – CAL PDZ peptide-binding inhibitors, primary screen, biochemical, fluorescence polarization, Cer-tagged CAL PDZ, HTS | Golgi-associated PDZ and coiled-coil motif-containing protein (Homo sapiens), Q9HD26 | purified CAL PDZ, TMR-peptide fluorescence polarization, 1 h | inhibition, % at 20 µM | 0.02% of 330,000 active | AID 504414, 2011;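 active = highest replicate inhibition of at least 40%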;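 also: plate controls were DMSO neutral control wells for no effect and unlabeled competitor peptide control wells for full effect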
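material = purified tagged CAL PDZ domain construct (CerCALP) | compound dosing = 20 µM, one dose | times = 1 h at RT | measured by = fluorescence polarization from S- and P-plane intensities, G-factor corrected | read-out = inhibition from polarization loss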
Cardiac RTF inh – cardiac RTF calcium sensitivity inhibitors, primary screen, biochemical, IANBD-TnC fluorescence, EC70 calcium. Troponin I, cardiac muscle (Homo sapiens) + Troponin T, cardiac muscle (Homo sapiens) + …. AID 493244, 2011. IANBD-labeled cardiac RTF, Ca2+ fluorescence. 0.12% of 340,000 active. inhibition, % at 7.15 µM;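 active = inhibition above the mean inhibition of all tested compounds plus 3 SD, cut at about 17% in these data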;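 also: assay run at fixed EC70 calcium of 1.6 mM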
Pemphigus Ab inh – inhibitors of pemphigus antibody binding to DSG3, primary screen, biochemical, bead-based, flow cytometry, scFv-GFP; Desmoglein-3 (Homo sapiens), P32926; DSG3-coupled beads, scFv-anti-DSG3-GFP binding; hits give low values; 0.48% of 310,000 active; binding (percent of control), % at 10 µM;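 active = binding more than 3 SD below its plate's average and above zero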;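 also: hits lower antibody fragment binding to DSG3; some compounds called inactive have numbers as strong as hits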
C-LANA FP – inhibitors of KSHV C-LANA binding to DNA, primary screen, biochemical, fluorescence polarization, FAM-LBS DNA, MBP-C-LANA, single point | AID 504423, 2011 | 0.078% of 340,000 active | inhibition, % at 9 µM | Kaposi's sarcoma herpesvirus LANA C-terminal domain (residues 932-1162) DNA binding;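 active = highest replicate inhibition at or above 60% at 9 µM, even if other replicates fall short; inactive = all replicates below 60% inhibition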;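 also: 0% = neutral control wells and 100% = 4 µM acridine orange control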
CAL PDZ FP-2 – untagged CAL PDZ binding inhibitors, primary screen, biochemical, fluorescence polarization, HTS. inhibition, % at 24.9 µM. purified CAL PDZ, TMR-peptide fluorescence polarization, 1 h. AID 602252, 2012. Golgi-associated PDZ and coiled-coil motif-containing protein (Homo sapiens), Q9HD26. 0.92% of 300,000 active;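 active = mean inhibition of at least 30% with at least half of replicates also reaching 30%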;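 also: 0% = DMSO neutral control and 100% = excess unlabeled competitor peptide PRC23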
DAGLB inhibitor – DAGLB lipase inhibitors, primary screen, biochemical, fluorescence, HTS; 0.059% of 340,000 active; HEK293T DAGLB membrane lysate, EnzChek fluorogenic substrate; inhibition, % at 5.17 µM; in the data active = inhibition above about 34%;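 also: 0% = enzyme with vehicle and 100% = wells lacking enzyme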
V-ATPase pH – regulators of yeast V-ATPase proton pumping, primary screen, pHLuorin cytosolic pH fluorescence; response, % at 10 µM; AID 504577, 2011; S. cerevisiae; 0.37% of 350,000 active; in the data active = response mostly above about 7.3%, no sharp cut-off; inactive = mostly below about 5.4%; also: actives read high; inactives centre near 0; some compounds called inactive have numbers as strong as hits; reference of the scale not given here
Keap1 Nrf2 FP – Keap1-Nrf2 protein-protein interaction inhibitors, primary screen, biochemical, fluorescence polarization, single point. Kelch-like ECH-associated protein 1 (Homo sapiens), Q14145. Keap1 Kelch-Nrf2 peptide fluorescence polarization, 1536-well. inhibition, % at 9.4 µM. 0.15% of 340,000 active; in the data active = inhibition above about 12%;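 also: human Keap1 Kelch domain with fluorescein labeled Nrf2 9mer peptide probe; 0% = neutral control wells and 100% = peptide positive control; higher means more block of Keap1 binding to Nrf2 peptide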
Target sequence (Q14145 whole entry, looked up, the tested form may be a part): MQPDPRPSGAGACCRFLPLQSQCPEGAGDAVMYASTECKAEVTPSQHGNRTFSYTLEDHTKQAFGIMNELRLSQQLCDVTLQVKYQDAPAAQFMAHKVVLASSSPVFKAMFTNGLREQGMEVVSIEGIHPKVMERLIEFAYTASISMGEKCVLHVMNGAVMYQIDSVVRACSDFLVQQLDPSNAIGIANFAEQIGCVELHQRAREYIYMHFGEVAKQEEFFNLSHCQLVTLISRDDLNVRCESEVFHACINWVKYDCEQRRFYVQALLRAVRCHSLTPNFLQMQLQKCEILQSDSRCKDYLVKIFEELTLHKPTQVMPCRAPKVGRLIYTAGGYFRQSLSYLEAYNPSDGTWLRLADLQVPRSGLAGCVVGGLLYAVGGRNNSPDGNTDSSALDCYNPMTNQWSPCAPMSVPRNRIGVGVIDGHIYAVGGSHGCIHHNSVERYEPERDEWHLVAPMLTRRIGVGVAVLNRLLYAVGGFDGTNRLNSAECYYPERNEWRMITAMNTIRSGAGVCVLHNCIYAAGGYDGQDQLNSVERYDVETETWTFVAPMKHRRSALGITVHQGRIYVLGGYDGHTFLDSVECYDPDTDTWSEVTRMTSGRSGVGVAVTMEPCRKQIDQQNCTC
Arrestin-AP2 inh – inhibitors of beta-arrestin/AP2 binding, primary screen, biochemical, GPCR trafficking, flow cytometry; beta-arrestin 1 C-terminal peptide binding to AP2 beta2-adaptin appendage (human); 0.31% of 340,000 active; FITC-arrestin peptide / GST-AP2 beads; AP2 beta2 appendage carries R879A mutation; inhibition, % at 10 µM;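 active = inhibition above a set limit, near 3 SD of compounds lacking own fluorescence, cut at about 54% in these data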;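 also: plate controls were DMSO wells for no effect and 5 µM unlabelled arrestin peptide for full effect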
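test system = AP2 appendage R879A on GSH beads | buffer or medium = PBS plus Tween 20 (0.05%) and BSA (0.1%) | incubation = 12 min plus 1 h, RT | detection = bead flow cytometry, FITC channel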
* marks the source's active call; other numbers are inactive results; . = no result given. This is a subset. The share of hits here may be higher or lower than overall.

NSD2 inh | CAL PDZ FP-1 | Cardiac RTF inh | Pemphigus Ab inh | C-LANA FP | CAL PDZ FP-2 | DAGLB inhibitor | V-ATPase pH | Keap1 Nrf2 FP | Arrestin-AP2 inh | mol
1.1 | -1.4 | -0.1 | 96.2 | 0.3 | . | 3.2 | 2.5 | -0.6 | -5.5 | CC(C)(C)NS(=O)(=O)c1ccc2c(c1)oc(=O)c1cc(S(=O)(=O)NC(C)(C)C)ccc12
2.2 | -0.6 | 2.7 | 97.8 | -0.5 | -5.8 | 0.0 | -3.5 | 1.3 | 16.4 | Cc1ccccc1N1CCN(CCCCN2C(=O)C3CCCN3C2=O)CC1 (configuration not stated)
9.4 | -3.4 | -16.1 | 108.7 | 2.2 | -2.4 | -2.5 | 2.6 | -1.4 | 4.6 | COCCn1nnnc1C(c1cc2cc(C)ccc2[nH]c1=O)N1CCc2ccccc21 (configuration not stated)
. | . | 3.7 | 85.6 | -0.3 | -3.7 | 2.1 | -1.8 | -1.0 | -3.8 | CCOC(=O)N1CCN(C(c2cccc(OC)c2)c2sc3nc(C)nn3c2O)CC1 (configuration not stated)
20.3 | 0.2 | 4.3 | 105.8 | 0.7 | -0.6 | -2.1 | 0.4 | 5.0 | -8.7 | CC(=O)CC(=O)Nc1nc(C)cc(C)n1
119.0* | 2.9 | -2.7 | . | 13.8 | -2.7 | -1.1 | 1.3 | -1.1 | 13.5 | CC1=N/C(=C/c2ccco2)C(=O)O1
. | -0.5 | -14.9 | 97.0 | 0.6 | -2.0 | 2.1 | 0.3 | 0.3 | 11.3 | c1ccc(NC2=NCCN2CCCC2CCCC2)cc1
. | -1.6 | 2.0 | 94.9 | 0.0 | 7.1 | 0.2 | -0.3 | 0.1 | -6.9 | CCOc1ccc(-c2nnc3ccc(SC)nn23)cc1
. | 1.8 | 0.7 | . | 0.8 | -10.1 | 13.2 | 2.6 | 2.9 | -6.4 | O=C1C(C2=C(O)c3ccccc3C2=O)=Nc2ccccc21
-0.4 | -1.0 | -0.1 | 97.0 | 2.1 | -3.3 | -0.8 | -1.7 | -1.9 | 29.0 | O=C(N1CCCC1)C12CC3CC(CC(C3)C1)C2
-3.0 | -1.9 | -3.2 | 103.5 | 2.1 | -4.2 | 0.1 | -4.1 | -4.6 | -4.5 | COc1cccc(NC(=O)c2ccc(NC(=O)C(C)C)cc2)c1
-4.1 | 0.1 | -6.8 | 98.8 | 0.0 | -2.6 | 0.3 | 4.9 | -4.2 | 12.7 | Cc1ccc(S(=O)(=O)N2CCN(C(=O)c3ccccc3)C2C(C)C)cc1 (configuration not stated)
-1.5 | 0.1 | -1.0 | 112.8 | 3.1 | -1.2 | -1.6 | 1.5 | 1.2 | -8.9 | Cc1ccc(CCNC(=O)c2coc3nc4ccccc4nc23)cc1
-2.0 | -0.1 | -11.8 | 128.9 | -2.5 | -20.7 | -2.0 | 2.3 | 0.1 | 26.6 | CCOC(=O)C1CCCN(C(=O)COC(=O)c2cccs2)C1 (configuration not stated)
-3.4 | -1.9 | -0.6 | 112.2 | 2.2 | -3.5 | 2.5 | -4.3 | -3.2 | 14.9 | Cc1c(Br)cc(C(=O)O)c(C)c1C
. | -3.2 | 3.5 | 107.4 | 2.0 | -2.6 | -4.3 | -6.3 | 1.7 | 4.7 | CC(C)(C)NC(=O)c1cc(NC(=O)c2cccs2)cc(NC(=O)c2cccs2)c1
0.3 | -3.0 | -6.0 | 94.3 | 1.8 | -0.8 | 1.1 | -0.4 | -1.0 | 8.7 | Cc1ccc(-c2nnc(COc3cccc(-n4cnnn4)c3)o2)cc1
8.7 | -0.6 | 2.2 | 118.5 | 0.3 | . | 2.3 | 4.0 | 2.3 | 17.7 | CC1=NN2C(=N)/C(=C\c3cc(C)n(-c4cccc(C)c4)c3C)C(=O)N=C2S1
-1.9 | -3.3 | -0.3 | 100.9 | -0.9 | 11.6 | -3.5 | 11.6 | 2.7 | 7.5 | CC(C)C(c1nnnn1C1CCCC1)N1CCC(C(N)=O)CC1 (configuration not stated)
5.7 | 1.4 | -5.0 | 102.1 | -0.2 | -5.3 | -4.2 | 3.2 | -0.7 | 5.8 | CCCc1ccc2oc(C(=O)N(Cc3ccncc3)CC3CCCO3)c(C)c2c1 (configuration not stated)
. | -0.2 | -1.8 | 103.8 | 0.7 | 4.2 | -1.3 | -0.7 | -3.1 | 4.4 | C[C@]12c3[nH]c4ccc(Cl)cc4c3CCN1C(=O)[C@@H](CC(=O)NCCCn1ccnc1)C[C@@H]2C(=O)N1CCCCC1
-0.8 | 0.8 | -4.5 | 107.8 | 1.5 | . | -0.9 | -5.7 | -0.3 | 1.3 | CCN(CC(=O)Nc1ccc(OC)cc1)C(=O)c1ccc(OCc2c(C)noc2C)cc1
. | -2.1 | 1.9 | 98.6 | -1.5 | 4.1 | -2.2 | 2.5 | -1.7 | -1.1 | COc1ccccc1NC(=O)c1ccccc1C(=O)Nc1ccccc1OC
0.3 | . | . | 102.2 | . | . | 12.3 | -1.4 | . | . | COc1ccc(Cl)cc1NC(=O)NNC(=O)C(=O)Nc1ccc(F)cc1
-3.6 | -0.5 | -12.3 | 102.3 | -1.5 | 12.4 | 1.6 | 0.2 | -4.4 | 2.6 | COc1ccc2ccccc2c1/C=N/NC(=S)Nc1cc(S(=O)(=O)N2CCOCC2)ccc1N1CCOCC1

Only V-ATPase pH, C-LANA FP and Keap1 Nrf2 FP, for two of the compounds above:
SMILES	V-ATPase pH	C-LANA FP	Keap1 Nrf2 FP
CC(C)(C)NS(=O)(=O)c1ccc2c(c1)oc(=O)c1cc(S(=O)(=O)NC(C)(C)C)ccc12	2.5	0.3	-0.6
CCOC(=O)C1CCCN(C(=O)COC(=O)c2cccs2)C1 (configuration not stated)	2.3	-2.5	0.1

The list goes on.
NSD2 inh | CAL PDZ FP-1 | Cardiac RTF inh | Pemphigus Ab inh | C-LANA FP | CAL PDZ FP-2 | DAGLB inhibitor | V-ATPase pH | Keap1 Nrf2 FP | Arrestin-AP2 inh | mol
-1.9 | 0.2 | -7.0 | 100.1 | 1.2 | 2.1 | -12.0 | 5.8 | -8.4 | -4.4 | CC1CC(C)CN(C(=O)COC(=O)c2ccc(S(=O)(=O)N(C)c3ccccc3)cc2)C1 (configuration not stated)
-1.5 | 0.7 | 0.2 | 110.1 | -0.2 | -0.7 | -1.8 | 2.0 | -3.5 | -0.9 | Cc1ccc(C)c(NC(=S)N2CCC(N(C)CC3CCCO3)CC2)c1 (configuration not stated)
0.8 | -2.7 | 0.5 | 92.8 | 0.5 | -0.5 | -1.3 | -2.5 | -2.3 | 16.0 | OCCC1CN(Cc2cccs2)CCN1Cc1ccccc1 (configuration not stated)
0.0 | -0.2 | -28.1 | 105.0 | 2.4 | -2.7 | -2.7 | 0.9 | -8.5 | -1.5 | CCN(CC)S(=O)(=O)c1ccc2c(c1)nc(CCC(=O)Nc1ccc3c(c1)OCO3)n2C
-2.8 | 0.5 | -0.4 | 99.6 | 3.8 | -18.5 | 0.5 | 2.2 | -3.6 | -1.7 | Cc1cc(C)n2nc(CC(=O)NCc3ccc(F)cc3)nc2n1
-3.0 | -0.7 | -1.0 | 92.9 | 4.7 | 2.8 | -0.6 | 1.9 | -2.0 | 23.4 | CCOC(=O)/C=C/c1nc(C(=O)OCC)c(C)c(=O)[nH]1
-0.2 | -1.8 | -4.1 | 128.3 | -0.5 | -3.7 | -0.8 | -5.1 | -3.0 | -5.6 | CCCOc1ccc(NC(=O)C2CC(=O)N/C(=N/N=C(\C)CCc3ccc4c(c3)OCO4)S2)cc1 (configuration not stated)
1.2 | 0.0 | -8.4 | 104.8 | -0.2 | -8.3 | 0.8 | 1.3 | -5.8 | 4.3 | Cc1cc(C)c(/C([O-])=C(/C(=S)Nc2ccc(SC(F)F)cc2)[n+]2ccccc2)cc1C
-2.1 | -0.9 | -7.8 | 103.5 | 2.3 | 0.1 | 0.7 | -0.6 | -1.2 | 5.1 | CC(C)CC(NC(=O)C(NC(=O)OC(C)(C)C)C(C)C)C(=O)N1CCCC1C(N)=O (configuration not stated)
-0.9 | -0.2 | -6.7 | 105.0 | 1.7 | -4.6 | -2.1 | -1.7 | -0.9 | -3.5 | CC(C)NOC(=O)c1ccc(Cl)cc1
1.3 | -3.3 | 8.6 | . | 1.3 | -0.7 | 1.2 | -0.7 | -2.5 | 2.0 | CN1CCN(CCCNC(=O)c2nnc(Cc3c(F)cccc3Cl)o2)CC1
-1.4 | -0.1 | 2.4 | 106.0 | -11.5 | . | -2.9 | -8.0 | -3.2 | -5.3 | Clc1ccc(Nc2ccccc2)nn1
-5.4 | -1.4 | -3.5 | 102.3 | 0.9 | 10.0 | -2.2 | 2.9 | -1.6 | 3.2 | N#CCCN(C(=O)COC(=O)CCNS(=O)(=O)c1ccccc1)c1ccccc1
-1.5 | 0.7 | 0.3 | 94.4 | -0.5 | -3.7 | -3.5 | -5.2 | 1.8 | 11.2 | Cc1cc(C(=O)CCC(=O)Nc2ccc(S(N)(=O)=O)cc2)c(C)s1
. | 1.4 | -6.6 | 105.0 | 1.0 | -0.9 | -0.7 | -3.7 | -3.1 | -1.6 | CCC1(CC)C(=O)C2=C3C1[C@H](C(=O)OC)C=C(C(=O)OC)C[C@H]3[C@H]1C(=O)N(Cc3ccccc3)C(=O)[C@H]1[C@H]2C (some centres not stated)
4.5 | 0.0 | -8.7 | . | 1.6 | -1.2 | 0.8 | -0.8 | -5.1 | 5.3 | O=C(COC(=O)COc1ccccc1)Nc1cccnc1Cl
. | -2.0 | 0.1 | 106.0 | 0.1 | 3.4 | -4.2 | 3.3 | -6.7 | 6.1 | Cc1cccc(/C(N)=N/OC(=O)c2cccnc2)c1
1.4 | -0.8 | -2.3 | 105.5 | -3.5 | -2.8 | 1.4 | -1.7 | 3.0 | 6.2 | CCOc1nc(NCCO)nc(Nc2ccc([N+](=O)[O-])cc2)n1
24.1 | -1.7 | 5.0 | 91.5 | 2.0 | . | 28.7 | -0.1 | 6.4 | 12.0 | O=C1NC(=S)S/C1=C\c1cc(Cl)ccc1Cl
5.0 | -0.4 | -7.1 | 93.3 | -2.5 | -1.4 | -12.8 | -1.3 | -4.0 | 2.0 | CCCOc1ccc(C(=O)c2nc3c(n2O)CCCCC3)cc1
8.9 | -0.5 | -5.1 | 110.5 | 1.1 | -0.7 | -1.2 | 0.4 | 0.0 | -6.8 | C(=C\c1ccccc1)/CNCC1CCCO1 (configuration not stated)
